Screens (PubChem)
D2 ag: activates the human D2 dopamine receptor; P14416; HEK293 T-REx D2 cells, calcium flux agonist mode; activation, % at 2 µM; 0.53% of 340,000 active;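 active = activation over 3 SD above normal in the single-dose calcium agonist read, cut at about 30% in these data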; also: 0% is about no effect
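Calcium-flux readout, 1 cycle/sec over 180 s following compound pin transfer, in inducible HEK293 Trex D2 cells (force-coupled); dopamine controls included. Positive calcium responses during this window marked compounds as potential agonists.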
TRHR ag: activates the human TRH receptor; TRHR cells, calcium flux fluo-8, FDSS agonist mode; activation, % at 2 µM; 0.18% of 360,000 active; P34981; also: 0% is about no effect
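Steps: seed TRHR cells overnight; add fluo-8 no-wash Ca dye, RT 30 min–1.5 h; record 10 s baseline; pin-transfer compounds; monitor fluorescence 1 cycle/s for the agonist window. Calcium increases flag candidate agonists.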
TRHR PAM: allosteric enhancers of human TRH receptor; AID 493056; 0.66% of 360,000 active; TRHR cells, fluo-8 calcium fluorescence, EC20 TRH enhancement; enhancement, % at 2 µM; in the data active = enhancement above about 30%; also: 0% is about no effect
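TRHR-expressing cells loaded with fluo-8 calcium dye were read kinetically (ex 480/em 530) during compound addition, then stimulated with an EC20 of TRH (10 nM final). Enhancement of the Gq-mediated intracellular calcium response was scored.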
D1 ag: activates the human D1 dopamine receptor; 1% of 360,000 active; AID 504660; activation, % at 2 µM; HEK293 T-REx D1 cells, calcium flux, agonist mode; P21728; also: 0% is about no effect
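Tetracycline-induced HEK293 TREx D1 cells, force-coupled to calcium signalling, were dye-loaded with a no-wash calcium kit. Compound was pin-added after a 10 s baseline. Fluorescence was read kinetically at 1 cycle/s for 180 s, with calcium rises flagged as agonism.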
D2 antagonist: antagonizes the human D2 dopamine receptor. P14416. HEK293 TREx D2 cells, calcium flux, dopamine EC80. inhibition, % at 10 µM. 2% of 340,000 active; in the data active = inhibition above about 30%; also: 0% is about no effect
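Calcium mobilization kinetics were recorded at 1 s intervals in tetracycline-induced HEK293 T-REx D2 cells, first for 180 s after compound addition and then 180 s after EC80 dopamine.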
D2 PAM: positive allosteric modulators of human D2 dopamine receptor | P14416 | HEK293 T-REx D2, calcium flux, EC20 dopamine potentiation | potentiation, % at 10 µM | 0.34% of 340,000 active;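 active = potentiation over 3 SD above the plate norm, cut at about 30% in these data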; also: 0% is about no effect
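Primary screen. Calcium kinetics in induced HEK293 T-REx D2 cells: compound pre-addition 180 s, EC20 dopamine, 180 s more.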
D1 PAM: enhances dopamine response at the human D1 receptor. 0.036% of 360,000 active. P21728. HEK293 TREx D1 cells, calcium flux, dopamine EC20 potentiation. potentiation, % at 10 µM. AID 504651; in the data active = potentiation above about 30%; also: 0% is about no effect
D1 antagonist: blocks dopamine activation of the human D1 receptor; HEK293 TREx D1 cells, calcium flux, dopamine EC80; hits give low values; activity change, negative = inhibition, % at 10 µM; 3.2% of 360,000 active; in the data active = activity change below about -30%; also: % is scaled to controls: 0 for no effect and ±100 for the full control effect
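Using tetracycline-induced force-coupled D1 Hek293 cells and a calcium dye, signals were followed for 180 s after compound, then for 180 s after EC80 dopamine, to detect inhibitors.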
RXFP1 antag: RXFP1 (human) relaxin receptor antagonism; Q9HBX9; HEK293-RXFP1, relaxin-stimulated cAMP HTRF, 30 min; hits give low values; activity change, negative = inhibition, % at 57.5 µM; 0.59% of 350,000 active; AID 1259400;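 active = activity change of -60% or lower, but not beyond a set lower limit; inconclusive = change between -60% and -40%, or beyond the set limit; inactive = change above -40%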; also: % is scaled to controls: 0 for no effect and ±100 for the full control effect
Target sequence (Q9HBX9 whole entry, looked up): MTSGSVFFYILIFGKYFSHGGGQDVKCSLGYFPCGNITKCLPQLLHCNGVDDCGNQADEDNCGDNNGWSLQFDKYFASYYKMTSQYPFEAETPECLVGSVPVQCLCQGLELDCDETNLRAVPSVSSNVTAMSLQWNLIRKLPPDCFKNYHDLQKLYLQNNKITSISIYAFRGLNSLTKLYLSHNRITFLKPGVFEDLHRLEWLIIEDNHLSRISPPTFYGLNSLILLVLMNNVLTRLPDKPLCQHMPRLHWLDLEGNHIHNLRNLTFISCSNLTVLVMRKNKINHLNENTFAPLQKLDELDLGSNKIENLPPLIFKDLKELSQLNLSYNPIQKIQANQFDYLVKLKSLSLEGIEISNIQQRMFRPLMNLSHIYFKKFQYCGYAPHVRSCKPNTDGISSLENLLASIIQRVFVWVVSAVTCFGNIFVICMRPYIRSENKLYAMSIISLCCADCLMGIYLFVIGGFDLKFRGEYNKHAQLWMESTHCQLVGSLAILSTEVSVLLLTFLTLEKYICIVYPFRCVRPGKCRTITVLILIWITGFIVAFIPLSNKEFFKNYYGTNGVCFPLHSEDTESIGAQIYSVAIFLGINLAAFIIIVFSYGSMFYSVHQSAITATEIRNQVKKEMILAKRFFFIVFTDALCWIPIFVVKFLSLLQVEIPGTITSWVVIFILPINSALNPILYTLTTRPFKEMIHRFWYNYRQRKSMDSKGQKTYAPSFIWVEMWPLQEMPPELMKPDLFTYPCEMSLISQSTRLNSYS
* = called active by the depositor; ? = inconclusive; . = no result given. Rule as the data show it, unless noted: active = activation above about 30%; inactive = the rest.

SMILES	D1 PAM	D2 PAM	TRHR ag	D2 ag	D1 ag	D1 antagonist	RXFP1 antag	TRHR PAM	D2 antagonist
CCCCn1c(-c2csc(CC)c2)n[nH]c1=S	-4	8	-1.4	-2.7	11	-3	-13	1	-8
Cc1nc2ccc(S(=O)(=O)NC(C(=O)NCc3ccco3)C(C)C)cc2s1 (stereo unspecified)	0	15	-0.1	0.7	-1	5	.	3	31*
N#Cc1ccc[n+](CC(=O)c2ccc(NC(=O)c3ccccc3)cc2)c1	-1	-2	1.7	7.2	0	4	-4	1	4
Cc1ccc2c(=O)c(C(=O)c3ccc(F)cc3)cn(CC(=O)NCc3ccco3)c2n1	3	-2	-0.1	0.3	1	24	3	-2	33*
Cc1cc(C(F)(F)F)nc(CCNCc2c(C(=O)N3CCCC3)nc3ccccn23)n1	0	-17	-0.4	-0.9	-1	-9	16	-1	3
CC(=O)Nc1ccc(N2CCCCC2)cc1	-3	-3	-0.2	-0.8	1	-27	-4	-2	-10
COc1ccc(CNC(=O)/C(C#N)=C2\N=C(NC(=O)c3cccs3)c3ccccc32)cc1	-4	9	1.4	0.5	6	-7	13	0	-3
CC(C)(C)OC(=O)N1CCC(c2c(C(=O)N3CCN(c4ccc(Cl)cc4)CC3)cnn2-c2ccc(F)cc2F)CC1	-3	-11	-0.9	-0.3	1	9	?	4	.
CCc1ccc(CN2CCc3nc(Nc4ccc5c(c4)OCCO5)ncc3C2)cc1	0	2	1.2	3.7	1	-66*	-32	4	.
O=C(Nc1cccc(C(F)(F)F)c1)c1cc(S(=O)(=O)N2CCCCC2)ccc1N1CCOCC1	-1	9	0.8	0.4	3	-11	-2	7	-5
Cc1cc(NC(=O)/C(C#N)=C/c2ccc(-c3cccc(C(F)(F)F)c3)o2)n(-c2ccccc2)n1	2	-16	-0.8	-0.5	1	9	4	8	-3
COc1ccc(C2CC23N=C(c2ccccc2)OC3=O)cc1 (stereo unspecified)	-4	-4	-0.3	-0.1	1	7	-8	11	15
O=C(CSCc1ccc(Cl)cc1)NCc1ccc2c(c1)OCO2	-5	-11	-0.9	1.1	2	-11	6	-3	19
Cc1cccc(C(=O)NCCCN(C)CCCNC(=O)c2cccc(C)c2)c1	3	-13	-1.0	-1.3	3	6	1	6	-1
COc1cc(-c2nc(C(=O)NC3CCCCC3)cc3c2[nH]c2ccccc23)cc(OC)c1OC	4	24	0.9	0.1	0	14	.	17	-25
CCC(CC)=NNC(=O)c1ccccc1OCc1ccc(F)cc1	1	3	-0.5	-2.3	3	-7	-6	-5	-5
CCN(CC)S(=O)(=O)c1ccc(N2CCOCC2)c(NS(=O)(=O)c2cc(C(C)(C)C)ccc2C)c1	-3	.	-0.3	.	13	37	4	0	.
CCOC(=O)c1c(CNCc2ccccc2F)c2sc(C)cc2n1C	-3	.	0.1	.	1	-12	.	2	.
COc1ccc(Cc2nc3ccc(C(=O)NCc4cc(C)no4)cc3o2)cc1	0	-10	1.1	-0.2	5	11	1	-10	0
COc1ccccc1NS(=O)(=O)c1cccc(C(=O)N/N=C/c2c(CO)cnc(C)c2O)c1	-7	0	16	1.4	13	-30*	1	-3	8
COC(=O)c1cccc(NC(=O)/C(=C\c2ccccc2)NC(=O)c2ccccc2Cl)c1	-1	5	-0.1	-0.5	7	-8	1	-2	-15
CC1CCCC(C)N1C(=O)c1ccc2c(c1)S(=O)(=O)c1ccccc1C2=O (stereo unspecified)	1	3	-0.5	-2.1	6	28	4	1	0
O=C(COC(=O)c1cc(S(=O)(=O)N2CCCC2)ccc1O)NCc1ccccc1	6	7	-0.1	1.0	2	15	5	1	12
Cc1ccc(C(=O)Nc2ccc(S(=O)(=O)N3CCC(c4nc5ccccc5s4)CC3)cc2)cc1	1	4	0.5	0.7	0	12	-7	2	.
Cc1noc(-c2ccccc2)c1NC(=O)Nc1ccc(Cl)cc1	-3	-11	0.5	-0.3	15	-13	-8	-8	15
O=S(=O)(c1ccc(Cl)cc1)N1CCN(C(=S)Nc2ccc(F)c(Cl)c2)CC1	-6	-2	2.9	2.3	15	-37*	-5	-5	-19
COc1ccc2c(C)cc3nnnn3c2c1	3	-3	0.1	-2.1	0	13	6	-3	12
O=C(COc1ccc2c(c1)OCO2)Nc1ccc(Cl)cn1	-4	.	-1.2	-2.9	3	-4	20	2	7
COc1ccc(OCc2nnc3n2N=C(c2ccc(C)cc2)CS3)cc1	4	.	-0.4	.	1	-18	-39	8	.
Cc1ccc(NS(=O)(=O)c2ccc(Cl)nc2)c(C)c1	-2	-10	-0.2	-0.6	4	-11	0	-2	-22

Single records, from the list above. Screens in order: D1 PAM	D2 PAM	TRHR ag	D2 ag	D1 ag	D1 antagonist	RXFP1 antag	TRHR PAM	D2 antagonist
`Cc1cc(NC(=O)/C(C#N)=C/c2ccc(-c3cccc(C(F)(F)F)c3)o2)n(-c2ccccc2)n1` reads 2	-16	-0.8	-0.5	1	9	4	8	-3
`O=C(COC(=O)c1cc(S(=O)(=O)N2CCCC2)ccc1O)NCc1ccccc1` reads 6	7	-0.1	1.0	2	15	5	1	12
`Cc1ccc(C(=O)Nc2ccc(S(=O)(=O)N3CCC(c4nc5ccccc5s4)CC3)cc2)cc1` reads 1	4	0.5	0.7	0	12	-7	2	.
`COc1ccc(OCc2nnc3n2N=C(c2ccc(C)cc2)CS3)cc1` reads 4	.	-0.4	.	1	-18	-39	8	.
`Cc1ccc2c(=O)c(C(=O)c3ccc(F)cc3)cn(CC(=O)NCc3ccco3)c2n1` reads 3	-2	-0.1	0.3	1	24	3	-2	33*

Carrying on.
SMILES	D1 PAM	D2 PAM	TRHR ag	D2 ag	D1 ag	D1 antagonist	RXFP1 antag	TRHR PAM	D2 antagonist
COC(=O)c1ccc(COC(=O)C2CCN(S(=O)(=O)c3ccc(C)c(C)c3)CC2)o1	-10	-8	0.5	0.4	15	-6	-2	-6	8
COc1cc(CNc2nc3ccccc3n2C)cc(OC)c1OC	-11	-12	0.0	-0.2	3	2	20	4	8
Cc1ccc(C2CC(C(F)(F)F)n3nc(C(=O)NCCN4CCOCC4)cc3N2)cc1 (stereo unspecified)	-4	-7	0.1	-1.2	0	9	-2	-2	1
O=C(NC1CCCN(Cc2ccc(Cl)cc2)C1)c1ccnc(Cl)c1 (stereo unspecified)	-1	-7	-2.2	-2.3	-2	-2	3	32*	11
CCNC(=O)/C=C1\NC(C)(C)Cc2c1ccc1ccccc21	-2	4	-1.3	-1.1	1	-4	-13	4	-6
COc1ccccc1C(=O)NC(=O)Nc1ccc(-c2cc(C(F)(F)F)nn2-c2ccccc2)cc1	-1	11	3.1	.	2	5	2	-1	.
CCOC(=O)c1c(C)[nH]c(C(=O)N/N=C/c2ccc(OC)c(OC)c2)c1C	4	8	0.8	-0.6	2	-16	1	23	6
Cc1ccc(S(=O)(=O)N2CCOCC2)cc1C(=O)OCC(=O)NCc1ccccc1	-5	0	-1.0	0.2	-2	-20	-1	-1	-10
O=S(=O)(c1cc(Cl)ccc1Cl)N1CCNCC1	8	3	0.3	1.4	2	2	23	7	-3
O=C(O)Cc1csc(-c2ccccc2)n1	-4	1	-0.8	0.7	4	-8	-1	-3	8
CCCCNC(=S)N(C)/N=C/c1ccc(F)cc1	3	7	-2.0	-1.9	23	-5	15	0	91*
O=C(Nc1ccc(C(=O)NC2CCCCC2)cc1)c1cccnc1	0	18	-0.3	0.3	3	-26	-20	4	5
COc1ccc(C(=O)Nc2ccc(N3CCOCC3)cc2)cc1S(=O)(=O)N1CCCC1	-1	-8	0.0	-0.2	4	-11	-8	-1	5
CCOC(=O)c1c(C)c(C(=O)O)n(C)c1C	0	-1	0.0	0.3	1	20	-26	3	-8
CCN(Cc1ccccc1)S(=O)(=O)c1c(C)[nH]c(C)c1C(=O)N1CCCCC1	-1	-6	0.6	0.1	1	-9	13	19	10
O=C(Nc1ccon1)c1cccc(C(F)(F)F)c1	2	10	-0.2	-0.2	0	-5	-9	-2	-8
Cc1cc(NC(=O)CSc2nnc(-c3ccccc3)c(-c3ccccc3)n2)no1	-4	-7	-0.6	-0.9	1	-78*	8	-15	80*
Cc1cc(=O)n2nc(N3CCC(C(=O)Nc4cccc(Cl)c4C)CC3)sc2n1	-2	-3	-1.1	-0.1	2	-1	6	-1	11
COc1ccc(C(=O)CSc2nnc(CN3CCCCC3)n2-c2ccc(F)cc2)cc1OC	-3	7	3.1	2.7	13	17	-3	5	0
COc1ccccc1-n1nnnc1SCC(=O)Nc1ccc(C)c(N)c1	-2	-32	-0.8	-0.9	5	13	7	-1	17
CCN(CC)CCCNC(=O)c1[nH]c(C)c(C(=O)NC2CCCCC2)c1C	-5	-1	0.3	-0.1	2	1	-1	5	9
COc1ccc(N(CC(=O)N2CCc3ccccc3C2)S(=O)(=O)c2c(C)nn(C)c2C)cc1	-4	-12	-0.1	1.2	0	-19	-14	-2	-3
C=CCn1c(=O)c2ccccc2n2c(SCC(=O)NC)nnc12	0	0	0.2	0.3	1	-3	3	-1	10
COc1ccc(C(=O)O/N=C(\N)c2ccccc2)cc1	10	-8	0.9	-0.9	-1	0	-13	5	5
Cc1nn(-c2ccccc2)c2sc(C(=O)O)cc12	-2	-6	-0.9	0.2	1	-9	2	-2	9
Cc1noc(C)c1S(=O)(=O)Nc1ccc(C(=O)N2CCN(c3ccc(Cl)cc3)CC2)cc1	-7	-1	0.2	2.9	20	-36*	-30	-1	-20
COc1ccc(N2CC(C(=O)Nc3cc(C)ccn3)CC2=O)cc1 (stereo unspecified)	0	2	-0.6	0.4	0	-8	8	1	9
CCCNCc1cc(OC)c(OCc2ccccc2)cc1Br	-5	-8	0.0	-0.6	24	.	-27	-2	8
O=C(O)c1ccc(N/N=C/c2cn(-c3ccccc3)nc2-c2cccs2)cc1	-3	14	-0.5	-0.8	-4	3	-105*	8	-3
Cc1nnn(C23C[C@@H]4C[C@@H](CC(C(=O)N5CCN(c6ccccc6)CC5)(C4)C2)C3)n1	-2	4	-1.0	1.0	0	-34*	-2	-1	7
O=S(=O)(c1ccc2[nH]c3c(c2c1)CCCCC3)N1CCN(c2cccc(Cl)c2)CC1	-1	-9	0.8	0.8	2	-6	-13	3	.
Cc1nc2ccccn2c1C(=O)NNC(=O)Nc1ccccc1	-4	-1	1.6	-2.7	4	7	1	2	-25
Cc1cccc(CC(=O)N2CC(=O)Nc3ccc(Br)cc3C2c2ccc(F)cc2)c1 (stereo unspecified)	0	22	0.3	0.0	2	25	-20	5	.
CC(C)CSc1nnc2[nH]c(=O)cc(N)n12	-5	5	-1.1	-0.4	1	12	-9	12	-1
O=C(Nc1ccc(O)cc1C(=O)O)c1cccc(Br)c1	-4	-2	-0.2	-0.6	-1	-5	1	2	-14
Nc1ncnc(NCc2ccc(F)cc2)c1[N+](=O)[O-]	-6	13	-1.0	-0.7	0	-12	-1	2	-6
